Compound activity deposited in PubChem BioAssay by several laboratories.
Cdc42 wt = modulators (inhibitors or activators) of GTP binding to human Cdc42 wildtype; P60953; GST-Cdc42 beads, Bodipy-GTP binding, flow cytometry; actives lie on both sides; percent activity (GTP binding), % at 10 µM; 0.2% of 190,000 active; AID 761;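 active = percent activity GTP binding at least 20 points away from the 100% baseline, either down as inhibitor or up as activator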;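 note: median bead fluorescence of bound Bodipy-FL-GTP at 100 nM; 0% = excess unlabeled GTP control and 100% = no compound control; below 100% means less GTP binding so inhibitor and above means activator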
Target sequence (P60953 whole entry, looked up): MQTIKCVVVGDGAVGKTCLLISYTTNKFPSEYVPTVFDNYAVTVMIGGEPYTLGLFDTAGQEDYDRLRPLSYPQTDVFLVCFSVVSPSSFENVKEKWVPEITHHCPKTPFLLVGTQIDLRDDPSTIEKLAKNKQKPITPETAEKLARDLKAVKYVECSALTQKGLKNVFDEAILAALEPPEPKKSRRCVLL
Rab7 wt GTP bind = alters GTP binding to wildtype dog Rab7. GST-Rab7 beads, fluorescent GTP binding, flow cytometry; actives lie on both sides; untreated = 100%, excess cold GTP = 0%. GTP binding activity (percent of control), % at 10 µM. 0.055% of 190,000 active. AID 758;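 active = fluorescent GTP binding to Rab7 beads changed by at least 20 points from the 100% baseline, either direction, mostly lower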;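 note: median green fluorescence of bound Bodipy-FL-GTP per Rab7 bead population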
ABCG2 inh = human ABCG2 inhibition, ABCB1 as counter-screen. 0.1% of 190,000 active. inhibition, % at 6.6 µM. AID 1325. Q9UNQ0. IgMXP3 cells, JC-1 efflux, flow cytometry;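 active = inhibition above 80%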;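 note: 0% = DMSO and 100% = nicardipine control wells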
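material = IgMXP3 (ABCG2) plus far-red-tagged CCRF-Adr (ABCB1) cells | amount = 3 million cells/mL, equal mix of both lines | also added = JC-1 transporter substrate | dosing = one concentration, 6.6 µM final | schedule = 10 min at 25 °C | measured by = flow cytometric JC-1 green MFI at 530 nm | read-out basis = percent efflux inhibition, scaled nicardipine 100% to DMSO 0%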
Rab2 wt GTP = changes GTP binding to wildtype dog Rab2A, up or down; P61105; GTP binding activity, % at 10 µM; GST-Rab2 wt beads, Bodipy-GTP binding, flow cytometry; 0.19% of 190,000 active;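 active = GTP binding activity at least 20 points away from 100%, either lowered or raised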;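 note: 0% = beads with excess unlabeled GTP and 100% = no-compound control corrected for plate trend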
Rac1 wt GTP bind = alters GTP binding to wildtype human Rac1 | P63000 | 0.27% of 190,000 active | AID 757 | GST-Rac1 beads, fluorescent GTP binding, flow cytometry; actives lie on both sides; 0 = cold GTP competed, 100 = untreated | GTP binding activity (% of control), % at 10 µM;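 active = GTP binding activity at least 20 points away from the 100% control level, either lower or higher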
Avidin fluor = compound fluoresces at 488/530 nm on avidin beads | compound fluorescence 488/530 nm, flow cytometry; active compounds read high | fluorescence (KMESF) at 10 µM | 0.38% of 220,000 active; in the data active = fluorescence above about 47; note: inactives centre near 10
Rac1 mut GTP = modulators of GTP binding to human Rac1 activated mutant; GST-Rac1 activated beads, fluorescent GTP binding, flow cytometry; actives lie on both sides; 100% means binding = to untreated wells; percent activity (GTP binding), % at 10 µM; 0.11% of 190,000 active; AID 764;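 active = GTP binding at least 20 percentage points away from the 100% baseline, in either direction, so actives lie on both sides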
ABCB1 block = blocks JC-1 efflux by human ABCB1 transporter. 0.067% of 190,000 active. inhibition, % at 6.6 µM. P08183. CCRF-Adr cells, flow cytometry. AID 1326; in the data active = inhibition above about 40%;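 note: 0% = vehicle and 100% = reference inhibitor; higher value means more JC-1 retained so stronger ABCB1 efflux block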
HRas wt GTP = human HRas wildtype GTP binding, change in either direction. 0.14% of 190,000 active. GTP binding activity, % at 10 µM. P01112. GST-Ras wt beads, Bodipy-FL-GTP binding, flow cytometry; actives lie on both sides;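 active = GTP binding activity at least 20% away from the 100% baseline, either lowered as inhibitor or raised as activator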;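 note: 0% = unlabeled GTP competition control and 100% = no-compound control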
Target sequence (P01112 whole entry, looked up): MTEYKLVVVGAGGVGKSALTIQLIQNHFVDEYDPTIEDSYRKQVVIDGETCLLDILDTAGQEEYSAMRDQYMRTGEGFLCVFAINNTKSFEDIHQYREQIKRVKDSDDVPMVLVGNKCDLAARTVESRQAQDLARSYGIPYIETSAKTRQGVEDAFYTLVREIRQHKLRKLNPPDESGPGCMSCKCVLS
Pf gametocyte = inhibitors of late stage P. falciparum gametocyte viability | P. falciparum stage V gametocytes, ATP luminescence, 24 h | inhibition, % at 10.9 µM | 0.065% of 150,000 active;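 active = inhibition above the mean plus 3 SD of compounds within the control limits, set per campaign, cut at about 38% in these data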;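 note: 0% = DMSO wells and 100% = medium only without gametocytes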
Mcl1-Noxa inh = disrupts binding of human Mcl-1 to Noxa peptide | TR-FRET Mcl-1/Noxa peptide binding, 2 h | 1.5% of 220,000 active | inhibition, % at 21.7 µM;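 active = compounds that cut the protein-peptide binding signal by more than 50% relative to plate controls in a single-dose test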;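 note: His-tagged Mcl-1 with rhodamine Noxa BH3 peptide and terbium anti-His antibody; 0% = Mcl-1 plus Noxa peptide wells and 100% = peptide-only wells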
Target sequence (Q07820 whole entry, looked up): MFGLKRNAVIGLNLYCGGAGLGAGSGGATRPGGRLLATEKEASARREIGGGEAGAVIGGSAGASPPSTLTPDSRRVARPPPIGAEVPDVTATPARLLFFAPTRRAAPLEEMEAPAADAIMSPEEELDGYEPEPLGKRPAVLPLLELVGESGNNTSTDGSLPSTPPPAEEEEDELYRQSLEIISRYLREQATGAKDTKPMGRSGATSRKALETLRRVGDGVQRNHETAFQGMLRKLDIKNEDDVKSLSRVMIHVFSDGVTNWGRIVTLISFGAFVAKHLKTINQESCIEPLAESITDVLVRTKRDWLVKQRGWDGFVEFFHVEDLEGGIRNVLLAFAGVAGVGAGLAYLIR
* = called active by the depositor; nt = no result given. Hits appear at their usual frequency. About 2.3% of those tested had a hit in this group.

SMILES	Cdc42 wt	Rab7 wt GTP bind	ABCG2 inh	Rab2 wt GTP	Rac1 wt GTP bind	Avidin fluor	Rac1 mut GTP	ABCB1 block	HRas wt GTP	Pf gametocyte	Mcl1-Noxa inh
COCCCNC(=O)CSc1ccc(Cl)cc1	102	101	5	100	104	5	99	0.9	100	17	-5
Nc1cc(N)cc(C(=O)OCC(=O)Nc2cc(S(=O)(=O)N3CCCCC3)ccc2Cl)c1	97	103	-2	101	105	19	99	-1.1	101	-2	16
COc1ccccc1C(CC(=O)N1CCCC1)c1ccc2c(c1)OCO2 (stereo not given)	96	89	0	94	95	19	94	0.6	93	-11	-4
COc1ccc(C(=O)c2c[nH]c3ccccc23)cc1	89	93	5	91	91	27	90	0.4	92	-15	-4
Cc1ccc(-c2nc(C#N)c(NCc3cccc4c3OCO4)o2)cc1	95	98	0	95	97	34	92	-0.1	96	nt	11
O=C(NCC(=O)N(c1ccccc1F)C(C(=O)NCC1CCCO1)c1ccccc1)c1ccco1 (stereo not given)	98	97	0	96	94	30	96	0.1	97	nt	15
COc1cccc(NC(=S)N2CCn3c(nc4ccccc43)C2)c1	99	108	7	99	100	13	96	-0.1	100	7	13
Cc1ccc(NS(=O)(=O)c2ccc(CCC(=O)NCCO)cc2)cc1	102	100	0	99	104	5	99	0.0	101	13	-3
CC1CN(c2nc3c(c(=O)[nH]c(=O)n3C)n2Cc2ccccc2F)CC(C)O1 (stereo not given)	104	102	0	102	108	23	101	0.0	102	nt	0
COc1ccc(/C=C\C(=O)CC(O)(c2ccccc2)C(F)(F)F)cc1 (stereo not given)	96	93	1	94	91	9	91	0.3	95	nt	nt
COc1ccc(/C=N/N=C2/NC(=O)C(CC(=O)NC(C)C)S2)cc1 (stereo not given)	96	94	2	92	99	11	92	0.1	95	-1	24
COCCn1c(SCC(=O)Nc2sc(C)c(C)c2C#N)nnc1-c1ccc(OC)cc1	98	98	21	95	97	15	96	1.3	97	-14	2
CC12CCC(=O)N1C(C(=O)OCC(=O)Nc1cccc(S(=O)(=O)N3CCCCCC3)c1)CS2 (stereo not given)	100	100	7	97	104	6	95	1.1	98	13	16
Cc1cccc(N2CCN(Cc3oc(CO)cc(=O)c3O)CC2)c1C	98	101	-1	99	105	15	96	-3.3	100	nt	-14
CC1C/C(=N/N=C2/NC(=O)CS2)CC(C)(C)C1 (stereo not given)	94	92	0	93	94	7	92	0.0	93	-16	8
CCCC(=O)OCC(=O)Nc1ccc(OC(F)F)cc1	104	100	3	100	106	8	102	-0.7	102	18	-2
COCCOc1ccc(C(F)(F)F)cc1NC(=O)COC(=O)c1c(C)noc1C	100	104	57	101	102	20	100	-0.8	98	-2	11
COc1cccc(-c2cc(C(F)(F)F)c(C#N)c(=O)[nH]2)c1	81	85	9	78*	80	9	77*	1.4	83	-6	3
COc1ccccc1NC(=O)C1=C(C)Nc2nc(-c3cccs3)nn2C1c1cccnc1 (stereo not given)	97	95	3	98	101	5	98	1.4	98	nt	-6
CC(C)Nc1nc(Oc2ccc(Cl)cc2)cc(C(F)(F)F)n1	100	99	2	99	102	6	98	0.1	100	0	11
COc1ccc(C(=O)NCC2OCCc3ccccc32)cc1OC (stereo not given)	96	98	2	95	102	28	96	0.3	98	-16	-11
CNC(=O)Nc1ccccc1NC(=O)NC	104	97	26	100	103	23	101	1.0	100	-2	1
CCCCNC(=O)/C=C1\Sc2ccccc2NC1=O	105	99	20	100	102	18	100	0.7	103	nt	24
O=[N+]([O-])c1ccc(O)c(/C=N/n2cnnc2)c1	100	101	0	98	103	13	97	0.0	99	3	11
COCCOC(=O)c1[nH]c2c(c1C)C(=O)CC(c1ccc(F)cc1)C2 (stereo not given)	101	101	1	103	105	6	98	0.2	101	nt	5
CN1CCN(c2nc(-c3ccccc3)nc(-c3ccccc3)c2C#N)CC1	97	100	12	98	100	10	98	3.2	98	9	-8
COC(=O)CSc1nnc(-c2cccnc2)o1	102	101	4	102	104	14	103	0.2	103	nt	16
FC(F)(F)c1nc(-c2ccncc2)ncc1-c1nnnn1-c1ccccc1	104	97	2	104	103	14	101	1.0	105	nt	2
O=C(CSc1nnc(-c2cc3ccccc3cc2O)n1Cc1ccco1)N1CCc2ccccc2C1	103	95	17	102	105	30	99	3.1	102	nt	12
Cc1ccc(NC(=O)c2ccccc2OCC(=O)c2ccccc2)cc1	105	103	1	104	104	11	103	0.4	103	-13	-27
COc1ccc(C2=NOC(C(=O)NCCCn3ccnc3)C2)cc1 (stereo not given)	97	99	19	96	102	23	99	0.4	99	nt	10
COc1cc(CNc2ccc(C(=O)O)cc2)cc(Br)c1OCC(=O)NC(C)(C)C	98	100	0	95	100	2	98	-0.3	97	nt	20
CCOC(=O)C1(CC2CCCCO2)CCN(Cc2nc3ccccc3[nH]2)CC1 (stereo not given)	99	92	4	98	97	3	95	2.8	96	-2	7
CCC(=O)N1CCN(c2c(Cl)cccc2[N+](=O)[O-])CC1	96	99	0	96	97	10	96	0.2	97	nt	-11
CCS(=O)(=O)NCC(c1cccnc1)N1CCN(c2ccccc2OC)CC1 (stereo not given)	102	101	0	101	106	9	97	-0.8	102	nt	0
COc1cc(/C=N/NC(=O)c2ccncc2)ccc1OC(=O)c1ccc([N+](=O)[O-])cc1	97	96	1	98	97	11	98	1.4	96	nt	21
c1ccc(CSc2nnc(-c3ccco3)c(-c3ccco3)n2)cc1	93	97	-1	95	95	8	96	-0.7	93	nt	108*
COc1cccc(CC(NC(C)=O)C(=O)NC2CCN(c3c(Cc4ccccc4)c(C)nc4ncnn34)CC2)c1OC (stereo not given)	94	97	2	100	98	10	99	0.0	97	-33	-6
O=C(CCN1C(=O)/C(=C/c2cccc(Br)c2)SC1=S)Nc1cccnc1	89	93	-2	92	86	nt	92	-0.5	92	-6	27
Cc1cc(C)cc(NC(=O)Cn2c(=O)oc3cc(S(=O)(=O)N4CCC(C)CC4)ccc32)c1	96	98	0	99	103	5	95	-0.2	99	nt	22

Rewritten with values under each structure: 14 of the compounds above
The line under a structure holds: Cdc42 wt, Rab7 wt GTP bind, ABCG2 inh, Rab2 wt GTP, Rac1 wt GTP bind, Avidin fluor, Rac1 mut GTP, ABCB1 block, HRas wt GTP, Pf gametocyte, Mcl1-Noxa inh
COC(=O)CSc1nnc(-c2cccnc2)o1
  102, 101, 4, 102, 104, 14, 103, 0.2, 103, nt, 16
FC(F)(F)c1nc(-c2ccncc2)ncc1-c1nnnn1-c1ccccc1
  104, 97, 2, 104, 103, 14, 101, 1.0, 105, nt, 2
O=C(CSc1nnc(-c2cc3ccccc3cc2O)n1Cc1ccco1)N1CCc2ccccc2C1
  103, 95, 17, 102, 105, 30, 99, 3.1, 102, nt, 12
Cc1ccc(NC(=O)c2ccccc2OCC(=O)c2ccccc2)cc1
  105, 103, 1, 104, 104, 11, 103, 0.4, 103, -13, -27
COc1ccc(C2=NOC(C(=O)NCCCn3ccnc3)C2)cc1 (stereo not given)
  97, 99, 19, 96, 102, 23, 99, 0.4, 99, nt, 10
COc1cc(CNc2ccc(C(=O)O)cc2)cc(Br)c1OCC(=O)NC(C)(C)C
  98, 100, 0, 95, 100, 2, 98, -0.3, 97, nt, 20
CCOC(=O)C1(CC2CCCCO2)CCN(Cc2nc3ccccc3[nH]2)CC1 (stereo not given)
  99, 92, 4, 98, 97, 3, 95, 2.8, 96, -2, 7
CCC(=O)N1CCN(c2c(Cl)cccc2[N+](=O)[O-])CC1
  96, 99, 0, 96, 97, 10, 96, 0.2, 97, nt, -11
CCS(=O)(=O)NCC(c1cccnc1)N1CCN(c2ccccc2OC)CC1 (stereo not given)
  102, 101, 0, 101, 106, 9, 97, -0.8, 102, nt, 0
COc1cc(/C=N/NC(=O)c2ccncc2)ccc1OC(=O)c1ccc([N+](=O)[O-])cc1
  97, 96, 1, 98, 97, 11, 98, 1.4, 96, nt, 21
c1ccc(CSc2nnc(-c3ccco3)c(-c3ccco3)n2)cc1
  93, 97, -1, 95, 95, 8, 96, -0.7, 93, nt, 108*
COc1cccc(CC(NC(C)=O)C(=O)NC2CCN(c3c(Cc4ccccc4)c(C)nc4ncnn34)CC2)c1OC (stereo not given)
  94, 97, 2, 100, 98, 10, 99, 0.0, 97, -33, -6
O=C(CCN1C(=O)/C(=C/c2cccc(Br)c2)SC1=S)Nc1cccnc1
  89, 93, -2, 92, 86, nt, 92, -0.5, 92, -6, 27
Cc1cc(C)cc(NC(=O)Cn2c(=O)oc3cc(S(=O)(=O)N4CCC(C)CC4)ccc32)c1
  96, 98, 0, 99, 103, 5, 95, -0.2, 99, nt, 22

Additional structures:
SMILES	Cdc42 wt	Rab7 wt GTP bind	ABCG2 inh	Rab2 wt GTP	Rac1 wt GTP bind	Avidin fluor	Rac1 mut GTP	ABCB1 block	HRas wt GTP	Pf gametocyte	Mcl1-Noxa inh
CCOC(=O)c1ccc(NC(=S)NNC(=O)COC)cc1	98	101	-1	97	99	13	98	-0.3	98	13	11
CN(C)/C=C1\NC(=S)N(c2ccccc2)C1=O	97	99	-3	98	98	3	95	-0.8	97	-13	43
COc1cc([N+](=O)[O-])ccc1NC(=O)c1cccc(NC(=O)C(C)C)c1	94	103	2	96	92	8	93	0.7	93	15	-7
O=C(CCc1ccccc1)NCCSc1ccccc1	93	103	7	95	95	10	91	-0.6	95	-9	0
